TRPC4 agonist – activators of mouse TRPC4 channel, primary screen, Fluo4 calcium, HEK293 TRPC4beta/mu-opioid cells | Short transient receptor potential channel 4 (Mus musculus), Q9QUQ5 | Fluo4 calcium fluorescence; active compounds read high | B-score at 10 µM | hit rate 0.49% among 310,000 | AID 2237, 2010;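 active = B-score above 5 SD of library B-scores, and initial fluorescence ratio not above library mean plus 5 SD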;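 note: positive B-score marks a calcium rise read as TRPC4 activation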
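Assay system: HEK293 stable line with TRPC4beta plus mu-opioid receptor. Times: dye 45 min RT, read 110 s. Measured by: kinetic Fluo4 calcium fluorescence. Measure: B score of integrated ratio. Controls: assay buffer as low control, maximal DAMGO as high control.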
MrgX1 antag – antagonists of human MrgX1 receptor, primary screen, HEK293 cells, Fluo-4 calcium flux. Mas-related G-protein coupled receptor member X1 (Homo sapiens), Q96LB2. BAM8-22 antagonism; active compounds read low. B-score at 10 µM. hit rate 1.3% among 310,000;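 active = calcium-response B-score plate-corrected more than 3 library SD below zero, starting fluorescence within 5 deviations, no agonist response on first addition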;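 note: peak minus trough fluorescence over baseline after final BAM8-22 challenge near maximal dose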
AI-2 QS mod – Vibrio harveyi AI-2 quorum sensing modulators, primary screen, JMH597 strain, luminescence/OD600 ratio; hit rate 0.4% among 300,000; activity change, % at 7.5 µM; Vibrio harveyi JMH597 AI-2 luminescence/OD600 ratio, 9 h; active compounds read low; strain lacks LuxN and CqsS sensors; 0 = neutral-control median; in the data active = activity change below about -75%, passing the limit was not always enough;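 note: luminescence divided by OD600 gain over 9 h not by final OD600 alone; inactives centre near 13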
PolyA inhibitor – polyadenylation inhibitors in yeast reporter cells, primary screen, luminescence, S. cerevisiae. calls only at 12 µM. S. cerevisiae SKY197-pL101 polyadenylation reporter, beta-gal luminescence; efflux-impaired pdr1/pdr3 knockout yeast; score 100 = 6 SD above DMSO. hit rate 0.02% among 300,000;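 active = lowest replicate activity score at least 50, where 100 means six control SD above control mean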;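 note: yeast exposed to compound for 9 h at 30 °C; higher score means more reporter readthrough which indicates perturbed polyadenylation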
MrgX1 PAM – positive allosteric modulators of MrgX1, primary screen, HEK293 cells, Fluo-4 calcium flux; AID 588675, 2011; FDSS; active compounds read high; B-score at 10 µM; Mas-related G-protein coupled receptor member X1 (Homo sapiens), Q96LB2; hit rate 0.63% among 310,000;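 active = plate-corrected calcium response at least 3 library SD above typical, normal starting fluorescence, not activating the receptor alone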;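 note: compound read alongside a low EC10 to EC30 dose of BAM8-22 agonist; peak minus trough fluorescence over baseline measured at the second addition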
TRPC6 act – mouse TRPC6 channel activators, primary screen, cell-based, HEK293, membrane potential dye; Short transient receptor potential channel 6 (Mus musculus), Q61143; HEK293-TRPC6 membrane potential dye fluorescence; active compounds read high; B-score at 10 µM; hit rate 0.13% among 310,000; AID 2550, 2010;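 active = B-score of the integrated fluorescence ratio above library mean plus 3 SD, and starting fluorescence ratio within library mean plus 5 SD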;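 note: higher score means more depolarization so channel activation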
Target sequence (Q61143 whole entry, looked up): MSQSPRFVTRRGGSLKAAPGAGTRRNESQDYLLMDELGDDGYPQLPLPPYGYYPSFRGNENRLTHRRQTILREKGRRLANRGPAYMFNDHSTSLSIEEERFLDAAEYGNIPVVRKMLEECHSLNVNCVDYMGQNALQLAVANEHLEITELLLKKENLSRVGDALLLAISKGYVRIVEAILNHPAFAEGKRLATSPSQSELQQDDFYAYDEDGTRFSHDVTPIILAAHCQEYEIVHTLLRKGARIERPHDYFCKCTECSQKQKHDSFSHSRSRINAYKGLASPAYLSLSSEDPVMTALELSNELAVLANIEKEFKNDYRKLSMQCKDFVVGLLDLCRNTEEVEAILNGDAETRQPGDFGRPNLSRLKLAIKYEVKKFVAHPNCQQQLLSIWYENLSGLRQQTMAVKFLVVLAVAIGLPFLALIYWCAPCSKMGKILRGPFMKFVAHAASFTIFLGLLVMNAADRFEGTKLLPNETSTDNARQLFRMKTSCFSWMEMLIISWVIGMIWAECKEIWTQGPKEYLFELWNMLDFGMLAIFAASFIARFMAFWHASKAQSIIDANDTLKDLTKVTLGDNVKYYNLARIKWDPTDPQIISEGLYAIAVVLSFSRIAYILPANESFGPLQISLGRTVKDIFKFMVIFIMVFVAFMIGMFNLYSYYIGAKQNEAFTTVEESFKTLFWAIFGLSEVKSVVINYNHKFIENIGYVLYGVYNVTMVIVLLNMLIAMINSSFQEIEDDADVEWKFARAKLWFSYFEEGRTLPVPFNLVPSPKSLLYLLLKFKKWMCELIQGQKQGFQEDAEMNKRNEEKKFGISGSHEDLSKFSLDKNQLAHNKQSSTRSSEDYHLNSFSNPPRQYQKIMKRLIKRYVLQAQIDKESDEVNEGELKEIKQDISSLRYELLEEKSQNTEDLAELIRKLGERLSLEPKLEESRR
TRPC4 potent – positive allosteric modulators of TRPC4, primary screen, cell-based, mouse TRPC4beta, HEK293 mu-opioid, Fluo-4 calcium. Short transient receptor potential channel 4 (Mus musculus), Q9QUQ5. DAMGO EC20, Fluo-4 Ca2+ flux; active compounds read high. B-score at 10 µM. hit rate 0.42% among 310,000;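 active = B-score of calcium response area above 5 SD of library B-scores, with initial fluorescence ratio within 5 SD of library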;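 note: B-score of integrated fluorescence ratio over time as area under calcium response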
TRPC4 inh – inhibitors of mouse TRPC4 channel, primary screen, Fluo4 calcium, HEK293 TRPC4beta/mu-opioid cells; hit rate 0.39% among 300,000; B-score at 10 µM; Short transient receptor potential channel 4 (Mus musculus), Q9QUQ5; AID 2247, 2010; DAMGO-evoked Fluo4 calcium flux; active compounds read low;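 active = B-score over 3 SD under the library average, no early fluorescence shift, positive overall ratio signal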
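Material: HEK293 cells with stable TRPC4beta plus mu-opioid receptor expression / Probe or stimulus: DAMGO in two steps, submaximal then maximal / Compound: single concentration per test compound / Technique: kinetic Fluo4 fluorescence imaging of calcium influx / Read-out: per-well B score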
TRPC6 inh – mouse TRPC6 channel inhibitors, primary screen, cell-based, HEK293, membrane potential dye; B-score at 10 µM; hit rate 1.1% among 310,000; ACh-evoked depolarization; active compounds read low;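 active = B-score under library mean minus 3 SD, initial fluorescence not abnormally high, positive integrated signal ratio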;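 note: B-score derived from integrated fluorescence ratio over the kinetic read; more negative B-score means stronger inhibition of depolarization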
HIF act – HIF pathway transcriptional activators, primary screen, cell-based, U2OS HRE-luciferase, luminescence | activation, % at 7.5 µM (by protocol) | AID 1910, 2009 | U2OS HRE-luciferase reporter; normalized: DMSO 0%, desferrioxamine 100% | hit rate 0.32% among 300,000;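 active = mean activation of at least 10% of the iron chelator positive control signal, with at least half of replicates also reaching 10%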
MrgX1 ag – agonists of human MrgX1 receptor, primary screen, HEK293 cells, Fluo-4 calcium flux | Mas-related G-protein coupled receptor member X1 (Homo sapiens), Q96LB2 | Fluo-4 calcium fluorescence, agonist mode; active compounds read high | B-score at 10 µM | hit rate 0.44% among 310,000 | AID 588627, 2011;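 active = calcium response B-score plate-corrected fluorescence ratio at least 3 library SD, with starting fluorescence B-score inside 5 SD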
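Test system: Stable human MrgX1 HEK293 cell line | Schedule: Overnight plating before 1 h dye loading | Read-out basis: Baseline-normalised fluorescence change ratio, B-scored | Detection: Kinetic calcium dye fluorescence, Fluo-4 NW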
* = called active by the depositor; i = inactive; . = not tested or not shown. This is a subset; count on the stated rates, not on these rows.

canonical_smiles	TRPC6 inh	MrgX1 PAM	TRPC4 inh	MrgX1 antag	AI-2 QS mod	TRPC6 act	TRPC4 agonist	PolyA inhibitor	TRPC4 potent	HIF act	MrgX1 ag
CCOc1c2ccc(C(=O)NC3CCCc4ccccc43)cc2nn1CC (stereo not given)	i	i	i	i	6.6	i	i	i	i	-0.3	i
CCc1ccc(NC(=O)[C@H](C)NC(=O)C2CCN(C(=O)[C@@H](N)C(C)C)CC2)cc1	i	i	i	i	10.5	i	i	i	i	0.5	i
CCOCCCNS(=O)(=O)c1ccc(NC(=O)c2ccc(OC)c([N+](=O)[O-])c2)cc1	i	i	i	i	19.5	i	i	i	i	-0.4	i
CCOc1ccc(N(CC(=O)Nc2cccnc2)S(=O)(=O)c2ccc(C)cc2)cc1	i	i	i	i	16.7	i	i	i	i	0.1	i
CCOC(=O)N1CCN(C(=O)/C(=C\c2cccs2)NC(=O)c2cccs2)CC1	i	i	i	i	18.9	i	i	i	i	0.5	i
Cc1ccccc1OCC(=O)Nc1nnc(-c2ccncc2)s1	i	i	i	i	23.7	i	i	i	i	-0.1	i
Cc1oc2ncnc(N)c2c1C	i	i	i	i	12.0	i	i	i	i	0.0	i
CCOc1ccc(C(=O)C[n+]2cccc3cc(C)ccc32)cc1	i	i	i	i	9.7	i	i	i	i	0.3	i
COc1ccccc1-n1c(SCC(=O)Nc2cccc(S(N)(=O)=O)c2)nc2ccccc2c1=O	i	i	i	i	18.2	i	i	i	i	-1.1	i
CCOC(=O)N1CCN(C(=O)COc2ccc(S(=O)(=O)NC(C)C)cc2)CC1	i	i	i	i	13.5	i	i	i	i	-0.1	i
Cc1ccnc(NC(=O)COc2ccc3oc4c(c3c2)CCCC4)c1	i	i	i	i	24.4	i	i	i	i	1.3	i
CCOC(=O)CC1C(=O)NCCN1S(=O)(=O)c1ccc(F)cc1 (stereo not given)	i	i	i	i	20.9	i	i	i	i	0.0	i
COCCNC(=O)c1ccccc1NC(=O)c1ccccc1N(C)S(=O)(=O)c1ccccc1	i	i	i	i	-8.2	i	i	i	i	0.3	i
COc1ccccc1NC(=O)CSc1nnc(Cc2cc(=O)[nH]c(=O)[nH]2)n1-c1ccccc1	i	i	i	i	21.1	i	i	i	i	-0.6	i
O=C(c1cnc2ccccn2c1=O)N1CCCc2ccccc21	i	i	i	i	.	i	i	i	i	0.0	i
Cc1ccc(C(=O)OCC(=O)Nc2ccc3c(c2)OCO3)cc1S(=O)(=O)N1CCOCC1	i	i	i	i	21.8	i	i	i	i	-0.4	i
CN(C)C(/C=C/Nc1cccc(Br)c1)=C(C#N)C#N	i	i	i	i	5.1	i	i	i	i	-0.1	i
CCOC(=O)C1CCN(C(=O)C2CC(=O)N(c3ccc4c(c3)OCCO4)C2)CC1 (stereo not given)	i	i	i	i	40.9	i	i	i	i	-0.2	i
CCC(=O)N1CCc2cc(Br)cc(S(=O)(=O)NCCCN(CC)Cc3ccccc3)c21	i	i	i	i	12.6	i	148*	i	i	-0.3	i
COC(=O)c1ccc(-c2nc(CN3CCC(C(=O)N4CCOCC4)CC3)c(C)o2)cc1	i	i	i	i	10.7	i	i	i	i	0.2	i
COc1ccccc1NC(=O)c1c(N=Cc2cccc([N+](=O)[O-])c2)cnn1C	i	i	i	i	18.3	i	i	i	i	0.4	i
CCN1CCCC1CNC(=O)c1csc2c1CCCC2 (stereo not given)	i	i	i	i	4.1	i	79*	i	i	-0.2	i
N#Cc1cccc(C(=O)OCC(=O)c2ccc3c(c2)NC(=O)CO3)c1	i	i	i	i	33.7	i	i	i	i	0.0	i
Cc1nnc(SCC(=O)Nc2ccc(F)cc2F)n(N)c1=O	i	i	i	i	22.5	i	i	i	i	-0.6	i
CC(C)(C)c1ccc(S(=O)(=O)N2CCN(C3CCCC3)CC2)cc1	i	i	i	i	10.9	i	i	i	i	0.0	i
Cc1nn(Cc2ccc(Cl)cc2)c(C)c1NC(=O)Cn1nc([N+](=O)[O-])c(Cl)c1C	i	i	i	i	4.3	i	i	i	i	-0.7	i
O=S(=O)(c1ccccc1)c1nc(-c2cccs2)oc1NCCCn1ccnc1	i	i	i	i	0.5	i	i	i	i	-0.2	i
Cc1nc2sc(C(c3cccs3)N3CCN(Cc4ccccc4)CC3)c(O)n2n1 (stereo not given)	i	i	i	i	22.9	i	i	i	i	0.0	i
CSCCC(NS(=O)(=O)c1ccc(C)cc1)C(=O)N1CCN(C(c2ccccc2)c2ccccc2)CC1 (stereo not given)	i	i	i	i	-1.0	i	i	i	i	-0.4	i
CSc1ccccc1C(=O)NCCOc1ccccc1C	i	i	i	i	-3.8	i	i	i	i	0.1	i
COc1ccc(NC(=S)N2CCC(NC(=O)c3ccc(OC)cc3)CC2)cc1	i	i	i	i	13.9	i	i	i	i	0.0	i
COc1ccc(CCNC(=O)c2sc3nc4n(c(=O)c3c2C)CCC4)cc1	i	i	i	i	12.9	i	i	i	i	0.9	i
Cc1sc2ncnc(SCC(=O)N3CCCC(C(F)(F)F)C3)c2c1C (stereo not given)	i	i	i	i	14.6	i	i	i	i	0.0	i
O=C(NCc1ccncc1)c1ccc(OCc2ccccc2)cc1	i	i	i	i	28.8	i	i	i	i	0.0	i
CCOc1ccc(N2C(=O)CC(NCc3ccc(S(N)(=O)=O)cc3)C2=O)cc1 (stereo not given)	i	i	i	i	9.6	i	i	i	i	-0.2	i
CCC(c1nnnn1Cc1ccc2c(c1)OCO2)N1CCN(CC)CC1 (stereo not given)	i	i	i	i	-3.1	i	i	.	i	0.0	i
COc1cc(Cl)c(C)cc1NC(=O)COc1cc(C)nc(C(C)C)n1	i	i	i	i	10.9	i	i	i	i	-0.4	i
O=C(Nc1ccccc1)/C(=C/c1cccnc1)NC(=O)c1ccccc1	i	i	i	i	7.5	i	i	i	i	-0.2	i
O=C(NC(=S)NC1CCCC1)c1ccccc1	i	i	i	i	10.0	i	i	i	i	1.8	i
CCN(CCNC(=O)Nc1ccc(Cl)cc1)c1ccccc1	i	i	i	i	-3.9	i	i	i	i	0.0	i
CC(C)(C)C(=O)NC(n1cnc2c(N3CCOCC3)ncnc21)C(Cl)(Cl)Cl (stereo not given)	i	i	i	i	9.2	i	i	i	i	-0.3	i
O=C(COc1ccccc1F)Nc1nnc(C2CCCC2)s1	i	i	i	i	9.2	i	i	i	i	0.8	i
O=C(NCC(O)c1ccc([N+](=O)[O-])cc1)c1cccc(S(=O)(=O)N2CCOCC2)c1 (stereo not given)	i	i	i	i	38.2	i	i	i	i	-0.6	i
O=C1CC(C(=O)N2CCOCC2)C2(CCCCC2)O1 (stereo not given)	i	i	i	i	7.1	i	i	i	i	0.0	i
Cc1ccc(C(=O)N/C(=C/c2ccccc2)C(=O)NCC2CCCO2)cc1 (stereo not given)	i	i	i	i	4.4	i	i	i	i	-1.1	i
CCC(NC(=O)OC(C)(C)C)C(=O)Oc1ccc2c3c(c(=O)oc2c1)CCC3 (stereo not given)	i	i	i	i	20.7	i	i	i	i	0.5	i
CNc1nc(C(=O)O)nc(N2CCOCC2)n1	i	i	i	i	9.4	i	i	i	i	-0.3	i
CN(C(=O)c1ccc(-c2ccccc2)cc1)C1CCCCC1	i	i	i	i	27.6	i	i	i	i	3.0	i
CN(c1ccccc1)S(=O)(=O)c1cccc(C(=O)Nc2nn[nH]n2)c1	i	i	i	i	21.6	i	i	i	i	0.0	i
CCOC(=O)c1ccccc1NC(=O)CSc1nc2ccccc2n1CC(=O)N1CCCC1	i	i	i	i	36.4	i	i	i	i	.	i
CN(CCc1ccccn1)C(=O)Nc1ccc(C(C)(C)C)cc1	i	i	i	i	-7.6	i	i	i	i	0.6	i
CN1CC[n+]2cnc3ccccc3c21	i	i	i	i	9.5	i	i	i	i	0.0	i
C=CCc1cc(C=O)cc(OC)c1OCc1ccc(Cl)cc1	i	i	i	i	12.2	i	i	i	i	-0.3	i
COc1cc2ncnc(NCc3cc(F)ccc3F)c2cc1OC	i	i	i	i	1.8	i	i	i	i	-0.5	i
C=CCn1c(SCC(=O)NCCO)nc2sc(C)c(C)c2c1=O	i	i	i	i	15.5	i	i	i	i	-0.3	i
O=C(CCS(=O)(=O)Cc1ccccc1)NC1CCCCC1	i	i	i	-4.91*	1.1	i	i	.	i	-0.2	i
O=c1[nH]cnc2ncc(-c3ccc(O)cc3)nc12	i	i	i	i	6.4	i	i	i	i	-0.4	i
CN(C(=O)CSc1nnc(C(F)(F)F)n1N)C1CCS(=O)(=O)C1 (stereo not given)	i	i	i	i	15.4	i	i	i	i	0.0	i
CCN(CC)C(=O)Cn1cc(C(=O)C(=O)NCCCn2ccnc2)c2ccccc21	i	i	i	i	3.9	i	i	i	i	-0.2	i
COc1ccc2nc(Nc3nc(-c4cc5ccccc5oc4=O)cs3)sc2c1	i	i	i	i	29.0	i	i	i	i	-16.8	i
O=C(O)C1CC(=O)N(c2ccc(OCc3ccccc3Cl)cc2)C1 (stereo not given)	i	i	i	i	16.2	i	i	i	i	-1.2	i

Screens as filed in PubChem BioAssay.
